Apaf1 inhib: inhibitors of human Apaf-1 apoptosome, primary screen, biochemical, DEVD-Rh110 fluorescence, uHTS; reconstituted apoptosome caspase-3 activity; inhibition, % at 20 µM; Apoptotic protease-activating factor 1 (Homo sapiens), O14727; 0.71% of 330,000 active; active = inhibition of at least 40% at 20 µM;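 note: plate controls were DMSO wells for no effect and DEVD-CHO caspase inhibitor wells for full effect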
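Assay system: Apoptosome proteins | Medium: pH 7.5 Hepes buffer with CHAPS, BSA, DTT | Also added: Cytochrome c and DEVD-Rh110 substrate | Times: 30 min plus 50 min, RT | Detection: Rhodamine 110 fluorescence at Ex 480/Em 540 nm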
SENP8 block-1: human SENP8 protease inhibitors, primary screen, biochemical, fluorescence, Nedd8 protein substrate, uHTS; Sentrin-specific protease 8 (Homo sapiens), Q96LD8; recombinant SENP8; inhibition, % at 20 µM; 0.64% of 360,000 active; AID 602440, 2012; in the data active = inhibition mostly above about 40%, no sharp cut-off; inactive = mostly below about 27%
NLRP3 yeast inh: NALP3 inflammasome inhibitors in reconstituted yeast, primary screen, luminescence, uHTS; Yeast reconstituted NLRP3/ASC/caspase-1, beta-gal luminescence, 24 h; inhibition, % at 10 µM; 0.39% of 330,000 active; AID 2825, 2010;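 active = inhibition of 50% or more; inactive = inhibition below 50%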;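 note: plate controls were induced DMSO wells for no effect and uninduced yeast grown without galactose for full effect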
SENP7 inh: SENP7 protease inhibitors, primary screen, biochemical, luminescence, uHTS; Sentrin-specific protease 7 (Homo sapiens), Q9BQF6; recombinant SENP7, Z-RLRGG-aminoluciferin luminescence, 40 min; inhibition, % at 5 µM; 1.5% of 330,000 active; AID 434973, 2010;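 active = inhibition above about 50% at the single test dose, limit read from the data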;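 note: plate controls were DMSO with enzyme for no effect and no enzyme buffer wells for full effect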
Target sequence (Q9BQF6 706-1050 limits assumed): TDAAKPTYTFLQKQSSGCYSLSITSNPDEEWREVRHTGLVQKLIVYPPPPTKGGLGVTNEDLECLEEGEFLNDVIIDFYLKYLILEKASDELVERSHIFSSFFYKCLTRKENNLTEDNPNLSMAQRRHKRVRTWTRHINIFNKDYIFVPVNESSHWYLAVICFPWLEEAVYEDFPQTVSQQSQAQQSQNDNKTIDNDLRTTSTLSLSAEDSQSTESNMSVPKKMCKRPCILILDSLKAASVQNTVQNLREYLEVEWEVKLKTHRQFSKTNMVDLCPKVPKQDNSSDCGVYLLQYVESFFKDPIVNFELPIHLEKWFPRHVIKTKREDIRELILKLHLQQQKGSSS
SENP6 inh: SENP6 protease inhibitors, primary screen, biochemical, luminescence, uHTS. Sentrin-specific protease 6 (Homo sapiens), Q9GZR1. Recombinant SENP6 catalytic domain, aminoluciferin luminescence. inhibition, % at 10 µM. 1.8% of 330,000 active. AID 2599, 2010;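 active = inhibition above about 50% at the single tested dose, limit read from the data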;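 note: plate controls were DMSO wells with enzyme for no effect and DMSO wells lacking enzyme for full effect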
Target sequence (Q9GZR1 628-1112 limits assumed): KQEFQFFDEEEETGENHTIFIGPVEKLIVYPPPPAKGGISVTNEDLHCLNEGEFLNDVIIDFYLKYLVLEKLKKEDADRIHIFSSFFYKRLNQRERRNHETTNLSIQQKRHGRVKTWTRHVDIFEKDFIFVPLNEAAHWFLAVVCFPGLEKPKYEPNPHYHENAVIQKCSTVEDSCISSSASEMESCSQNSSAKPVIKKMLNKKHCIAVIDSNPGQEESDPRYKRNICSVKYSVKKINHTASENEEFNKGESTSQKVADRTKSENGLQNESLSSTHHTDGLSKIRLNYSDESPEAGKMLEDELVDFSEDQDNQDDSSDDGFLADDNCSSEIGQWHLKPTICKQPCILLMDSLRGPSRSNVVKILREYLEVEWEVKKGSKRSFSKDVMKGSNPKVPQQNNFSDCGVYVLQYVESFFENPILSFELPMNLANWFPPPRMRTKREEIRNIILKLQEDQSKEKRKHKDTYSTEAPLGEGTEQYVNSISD
SENP1 inh: human SENP1 catalytic domain inhibitors, primary screen, biochemical, FRET, uHTS. Sentrin-specific protease 1 (Homo sapiens), Q9P0U3. recombinant SENP1 catalytic domain, CyPet-SUMO1-YPet FRET cleavage. inhibition, % at 10 µM. 0.21% of 360,000 active;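 active = inhibition at least 30% at 10 µM, raw YFP signal under a set limit, fluorescence ratio 0.5 to 1.5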;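 note: 0% = enzyme with DMSO and 100% = no enzyme wells; some results filed as inactive read as strong as hits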
Target sequence (Q9P0U3 419-644 limits assumed): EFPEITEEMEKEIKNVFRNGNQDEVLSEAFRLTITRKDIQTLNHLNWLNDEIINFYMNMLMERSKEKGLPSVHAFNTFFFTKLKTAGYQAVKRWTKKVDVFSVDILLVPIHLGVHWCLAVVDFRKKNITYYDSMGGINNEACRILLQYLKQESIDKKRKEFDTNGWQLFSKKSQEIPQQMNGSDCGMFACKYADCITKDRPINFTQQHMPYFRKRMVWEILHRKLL
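Controls: no-enzyme wells low, DMSO-plus-enzyme wells high control. Test system: human recombinant His6-tagged SENP1 catalytic domain enzyme. Reagent: SFCypet-SUMO1-SFYpet FRET protein substrate, 25 nM final. Doses: one dose per compound, 10 µM, 0.5% DMSO. Detection: FRET, CFP and YFP emission. Timing: 50 min reaction at room temperature.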
PfGluPho inh: PfG6PD enzyme inhibitors, primary screen, biochemical, fluorescence intensity, uHTS. PfGluPho enzyme, NADPH resazurin-diaphorase fluorescence. inhibition, % at 20 µM. 0.78% of 350,000 active;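 active = inhibition reaching at least a set limit at 20 µM in the primary screen, cut at about 59% in these data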;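 note: 0% = DMSO wells with substrate and 100% = DMSO wells lacking glucose-6-phosphate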
SENP8 block-2: SENP8 protease inhibitors, primary screen, biochemical, luminescence. AID 2540, 2010. 1.2% of 330,000 active. Sentrin-specific protease 8 (Homo sapiens), Q96LD8. purified SENP8, Z-RLRGG-aminoluciferin cleavage. inhibition, % at 10 µM; in the data active = inhibition above about 50%
HKDC1 inhibitor: HKDC1 hexokinase inhibitors, primary screen, biochemical, fluorescence, uHTS; inhibition, % at 20 µM; Q2TB90; recombinant HKDC1, G6PDH/diaphorase resazurin coupled fluorescence; AID 493160, 2011; 0.16% of 340,000 active;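 active = inhibition above about 35% when tested at 20 µM, limit read from the data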;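 note: plate controls were DMSO wells with enzyme for no effect and DMSO wells lacking enzyme for full effect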
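Test system: recombinant HKDC1 (HK5) hexokinase enzyme, produced in-house / Doses: 20 µM test compound, 1% DMSO / Timing: 90 min, room temperature / Detection: G6PDH/diaphorase-coupled fluorescence, 1 mM NADP, 100 µM resazurin, 525/613 nm / Control set: DMSO wells with and without enzyme mix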
Starred values were filed as active, the others as inactive; i = inactive; nt = no result given.

SMILES	Apaf1 inhib	SENP8 block-1	NLRP3 yeast inh	SENP7 inh	SENP6 inh	SENP1 inh	PfGluPho inh	SENP8 block-2	HKDC1 inhibitor
CCN(CC)CCNC(=O)Cn1nc(Cc2ccccc2)c2ccccc2c1=O	5	20	9	4	-20	1	15	4	-2
CCN(CC)c1ccc(S(=O)(=O)N2CCOCC2)cc1NC(=O)CSc1nnc(N)s1	0	2	21	-6	-23	-1	9	-15	5
O=C(O)COCC(=O)NCc1nc(-c2ccc(C(F)(F)F)cc2)no1	-8	22	17	-4	-15	2	-18	-8	-4
O=C(/C=N/NC(=O)c1ccccc1Br)c1ccccc1	-3	8	9	3	-27	2	36	-2	4
Cn1c(O)c(N=NC(=O)CNC(=O)c2ccccc2)c2ccccc21	0	10	21	1	-22	1	-3	6	2
CCOC(=O)c1nnc(-c2ccc(C)cc2)nc1Sc1ccccc1Cl	10	25	18	5	-9	1	24	-1	14
CCOC(=O)C1CCCN(CC(O)COCc2ccccc2OC)C1 (stereo not given)	6	-1	1	-1	0	-1	-8	1	1
O=C(NCc1ccco1)c1scc2c1OCCO2	4	12	4	-10	-6	-1	-1	-7	-1
COc1ccccc1C(=O)Nc1ncc2c(n1)CC(c1ccco1)CC2=O (stereo not given)	-12	4	1	5	12	8	19	0	1
COC(=O)c1cc2c(cc1N)OCCO2	-3	-398	4	2	-1	-3	14	2	4
CC(C)(C)OC(=O)N1CCN(C(=O)OCC2c3ccccc3-c3ccccc32)CC1C(=O)O (stereo not given)	5	13	-8	-11	-18	4	-2	-4	0
S=c1[nH]nc(Cc2ccc(Cl)cc2)n1-c1ccc2c(c1)OCCO2	9	7	30	-6	-3	-1	51	-2	-1
CCOc1ccccc1-c1nc(-c2ccc(NC(=O)c3ccc(Br)o3)cc2)no1	8	nt	16	24	26	nt	28	3	1
CCOC(=O)COc1ccc2c(C#N)c3ccccn3c2c1	nt	-406	nt	nt	nt	-27	33	nt	7
O=C(O)c1c[nH]c2ccc(S(=O)(=O)N3CCOCC3)cc12	8	-5	-9	-4	2	0	-5	-10	-1
CCCN(CCC)CCN1C(=O)C2C(C(=O)Nc3cccc(SC)c3)C3C=CC2(O3)C1C(=O)NC1CCCCC1 (stereo not given)	14	15	9	14	-5	0	0	7	-5
COc1ccccc1CN1CCN(C(=O)c2cccc3ccccc23)CC1	-3	1	16	3	-16	2	3	-2	-3
CC(C)Cn1cnc2c(SCc3ccccc3Cl)nc(N)nc21	nt	1	nt	nt	nt	3	22	nt	-5
O=C1CS/C(=N/N=C/c2ccncc2)N1	-7	16	12	3	8	0	-8	-5	3
O=C(NCCc1ccc([N+](=O)[O-])cc1)c1ccccc1	-12	-2	2	-5	-8	3	-3	-2	0

Looked up above:
SENP8 block-1 with CCCN(CCC)CCN1C(=O)C2C(C(=O)Nc3cccc(SC)c3)C3C=CC2(O3)C1C(=O)NC1CCCCC1 (stereo not given) → 15
NLRP3 yeast inh with CC(C)(C)OC(=O)N1CCN(C(=O)OCC2c3ccccc3-c3ccccc32)CC1C(=O)O (stereo not given) → -8
SENP6 inh with COc1ccccc1CN1CCN(C(=O)c2cccc3ccccc23)CC1 → -16
SENP8 block-1 with O=C(O)c1c[nH]c2ccc(S(=O)(=O)N3CCOCC3)cc12 → -5

Next section:
SMILES	Apaf1 inhib	SENP8 block-1	NLRP3 yeast inh	SENP7 inh	SENP6 inh	SENP1 inh	PfGluPho inh	SENP8 block-2	HKDC1 inhibitor
Cc1nnc(N2CCOCC2)c2nn(-c3cccc(Cl)c3)c(C)c12	4	-194	19	3	4	24	-10	1	2
CNC(=O)c1cc(Nc2nnc(-c3ccc(C)c(S(N)(=O)=O)c3)c3ccccc23)ccc1OC	5	-72	12	3	-1	0	12	5	2
CCC1C(=O)N(c2nc(C)cc(C)n2)N=C1C (stereo not given)	-15	12	-12	3	-12	0	-30	4	-8
CCN(CC)c1ccc(NC(=O)c2ccc3c(c2)OCO3)c(C)c1	-1	5	21	12	-2	1	12	-13	-2
O=C(COC(=O)CCSc1ccccc1)Nc1cc(F)ccc1F	10	16	-1	-12	-35	4	9	-18	-1
O=C(CSC(=S)N1CCOCC1)Nc1ncc2c(n1)CC(c1ccco1)CC2=O (stereo not given)	-8	5	7	-5	-10	2	-1	-3	-3
CN(C(=O)CC1C(=O)NCCN1Cc1cccc(C(F)(F)F)c1)C1CCOCC1 (stereo not given)	9	-163	3	-10	-2	-23	-6	-3	-4
Cc1cc(C)cc(NC(=O)CSCc2cnn(-c3ccccc3)c2-n2cccc2)c1	23	24	9	-5	-20	-1	18	-2	4
COc1ccc(C(=O)Nc2sc(C(=O)N(C)C)c(C)c2C#N)cc1[N+](=O)[O-]	-3	25	6	-5	2	-5	-14	3	0
CCc1ccc2c(COC(=O)c3n[nH]c4ccccc34)cc(=O)oc2c1	16	2	6	8	2	0	8	-12	1
Cc1ccc(S(=O)(=O)N2CCC(C(=O)Nc3nnc(C)s3)CC2)cc1	-1	11	18	6	-5	2	1	8	-5
COc1ccc(S(=O)(=O)N2CCOCC2)cc1C(=O)Nc1nc2ccccc2s1	-10	-321	7	0	-2	2	-3	6	-15
CC(Nc1nc(N2CCNCC2)nc2ccccc12)c1ccccc1 (stereo not given)	1	-422	-3	5	0	1	46	-4	-3
Fc1ccc(-c2nc(-c3cccs3)[nH]c2-c2ccc(F)cc2)cc1	8	-295	-33	-2	7	16	15	-5	0
CCc1nnc(SCC(=O)NC2CCCCC2)nc1CC	13	10	21	8	7	0	-12	1	-2
O=Cc1ccc(N2N=C(c3ccccc3)CC2c2ccccc2)cc1 (stereo not given)	16	-283	11	7	-1	-26	13	-2	8
COc1ccc(CNS(=O)(=O)c2ccc(N3CCCC3)cc2Br)cc1	10	11	nt	9	nt	0	10	nt	16
O=C(NN1CCOCC1)c1c(-c2ccccc2)sc2ccccc12	1	4	0	-6	2	1	1	5	-3
O=[N+]([O-])c1ccc(OCc2n[nH]c(=S)n2-c2ccccc2)cc1	-1	5	28	-6	7	2	47	-16	-5
Cc1ncoc1C(=O)N1CCCC(C(=O)Nc2cccc(-c3ccc(F)cc3)c2)C1 (stereo not given)	9	0	7	3	6	0	-3	1	4
CC(=O)N1c2ccc(S(=O)(=O)N3CCC(C(=O)Nc4ccccn4)CC3)cc2CC1C (stereo not given)	-4	5	1	3	-2	2	6	3	-7
Cc1sc2nc(C(C)C)oc(=O)c2c1C	3	21	0	0	2	0	9	-1	3
CCCCn1c(N)c(N(CCOC)C(=O)c2cc(S(=O)(=O)N3CCCCC3)ccc2Cl)c(=O)[nH]c1=O	4	-22	6	-11	-9	-5	8	-5	-7
CCn1c(SCC(=O)N/N=C/c2c[nH]c3ccccc23)nnc1-c1ccc(Cl)cc1	8	6	14	-4	-12	-2	-7	-8	19
Cc1ccc(CNC(=O)COC(=O)CSc2ccc(Br)cc2C)cc1	10	5	6	4	-6	6	-7	-7	11
O=C(COc1ccccc1/C=C1\SC(=S)NC1=O)Nc1ccc(F)cc1	13	9	21	9	-1	6	-13	5	16
COc1cc(C)ccc1OCCCOc1cc(C)ccc1Cl	5	17	13	-7	4	-2	29	-1	0
O=C(C[n+]1cc(-c2ccc(F)cc2)n2c1CCC2)OCc1ccccc1	-6	20	-10	6	0	2	0	-4	-10
CCCN(CCC)C(=O)c1ccc2c(c1)N(CC)C(=O)c1ccccc1S2(=O)=O	6	14	-14	-11	2	1	1	-16	-1
CCO/N=C(\C)c1c(O)c(CC)c(-c2ccccc2)n(-c2ccccc2)c1=O	3	-33	16	-7	4	-1	13	1	11
Cc1ccc(NC(=O)c2ccccc2CCc2ccccc2)c(C)c1	-18	3	-13	-5	3	1	-9	5	-2
Cc1ccc(NC(=O)Nc2cnc3ccccc3c2)cc1	-15	-7	0	9	3	1	4	-13	-3
Cc1ccc(N2C(=O)CC(c3ccsc3)C3=C2CC(C)(C)CC3=O)cc1 (stereo not given)	3	4	8	1	-5	3	-6	-1	1
O=C(NCc1cccnc1)c1ccccn1	-5	10	2	0	8	-2	9	-4	-3
COc1ccc(-c2nnc(SCC(=O)Nc3ccc(C(=O)O)cc3)n2-c2ccc(Cl)cc2)cc1	5	16	16	1	4	-1	-34	4	2
Cc1cccc(Oc2ccc(S(=O)(=O)N3CCCCC3)cc2N)c1	4	3	14	-7	0	1	-5	5	-3
COc1ccc(C(=O)Nc2cc(C)on2)cc1[N+](=O)[O-]	-12	4	1	3	3	2	-1	2	-9
CCCn1c(C)cc(C(=O)COC(=O)CN=C2NS(=O)(=O)c3ccccc32)c1C	15	7	14	-9	-14	-1	-5	-5	-4
COc1ccccc1-c1nc(C#N)c(NCCCn2ccnc2)o1	-28	-403	7	-1	-7	1	11	3	3
COc1ccccc1NC(=O)CSc1nnnn1-c1ccccc1F	-7	-1	16	2	-11	1	12	2	-3

Compounds above with a cyano group:
SMILES	Apaf1 inhib	SENP8 block-1	NLRP3 yeast inh	SENP7 inh	SENP6 inh	SENP1 inh	PfGluPho inh	SENP8 block-2	HKDC1 inhibitor
CCOC(=O)COc1ccc2c(C#N)c3ccccn3c2c1	nt	-406	nt	nt	nt	-27	33	nt	7
COc1ccc(C(=O)Nc2sc(C(=O)N(C)C)c(C)c2C#N)cc1[N+](=O)[O-]	-3	25	6	-5	2	-5	-14	3	0
COc1ccccc1-c1nc(C#N)c(NCCCn2ccnc2)o1	-28	-403	7	-1	-7	1	11	3	3

The list continues:
SMILES	Apaf1 inhib	SENP8 block-1	NLRP3 yeast inh	SENP7 inh	SENP6 inh	SENP1 inh	PfGluPho inh	SENP8 block-2	HKDC1 inhibitor
CN(CC(=O)Nc1cccc(F)c1)C(=O)c1ccc(N2CCOCC2)c([N+](=O)[O-])c1	-3	14	16	0	2	2	5	-6	4
CS/C(=N\NC(N)=O)c1ccccc1	7	4	-4	5	-8	1	0	-2	10
Cc1ccc(Cl)cc1S(=O)(=O)N1CCC(C(=O)NC2CCN(Cc3ccccc3)CC2)CC1	11	13	10	-5	-12	-1	3	-10	-1
COc1ccc(CCNC(=O)CCNC(=O)c2ccc([N+](=O)[O-])cc2)cc1	-1	8	3	-3	-23	1	12	-3	-6
CC1CN(C(=O)N2CCOCC2)CCN1C(=O)N1CCOCC1 (stereo not given)	-4	6	16	6	11	1	-6	-1	7
Cc1ccc(S(=O)(=O)n2nc(OC(=O)c3ccco3)cc2N)cc1	1	16	-8	-6	-16	1	4	-13	9
C(#Cc1c(-c2ccsc2)sc2ccccc12)c1ccsc1	-2	i	8	-4	-15	-11	3	0	-2
O=C(OCCN1CCN(C2=NS(=O)(=O)c3ccccc32)CC1)c1ccccc1F	4	5	14	6	-2	1	-6	4	-8
CCC(CC)C(=O)NCCc1cc2c(C)ccc(C)c2[nH]c1=O	-2	-53	1	11	-5	4	6	-5	-1

Screens deposited in PubChem by Sanford-Burnham Center for Chemical Genomics.
